High-throughput results from PubChem BioAssay.
DENV2 CPE rescue – protects cells from dengue virus 2 cytopathic effect. DENV2-infected cells, cytopathic effect rescue, plate reader. actives 1.7% (n = 350,000). CPE inhibition, % at 9.99 µM; in the data active means CPE inhibition above about 20%, passing the limit was not always enough; inconclusive means no clear call, values can overlap the other calls; tested in BHK-21 cells;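 further: 0% = median of neutral control wells and 100% = median of positive control wells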
EWS-Fli block – EWS/Fli transcriptional activity inhibition | A673 NR0B1-luciferase reporter, viability-normalised | actives 0.67% (n = 350,000) | inhibition, % at 12.6 µM;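 active means mean inhibition of at least 50% after viability correction, with every replicate also passing that limit; inconclusive means mean reaches 50% but only one of two replicates passes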;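 further: firefly luciferase signal divided by Alamar Blue viability fluorescence both relative to DMSO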
FN deposit inh – fibronectin deposition inhibition. inhibition, % at 12.6 µM. AID 743247. actives 0.086% (n = 350,000). AH1F fibroblasts, Alexa488-fibronectin deposition fluorescence, overnight;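 active means mean inhibition across replicates of 30% or more, regardless of how many single replicates reach that level; inconclusive means mean under 30% yet at least half of replicates reach 30%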;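 further: positive control wells lacked labelled fibronectin entirely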
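test system = AH1F fibroblasts assembling fluorescent fibronectin matrix | quantity = 10000 AH1F cells per well | buffer or medium = DMEM plus 2% serum, read in PBS | doses = single dose, pinned | incubation = 1 h cell attachment, overnight exposure to compound and label | detection = fluorescence at 485 nm excitation, 525 nm emission | read-out basis = inhibition from reduced deposited-fibronectin fluorescence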
CFTR F508del cor – CFTR F508del correction in bronchial cells. CFBE cells, YFP halide quenching; stimulated with forskolin plus potentiator P3; % fluorescence drop versus neutral controls. activity (quench increase), % at 7.58 µM. actives 0.36% (n = 350,000). AID 720511;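 active means mean added fluorescence quench of at least 8% versus neutral control, with both replicates also reaching 8%; inconclusive means only one of the mean or replicate conditions met; inactive means mean below 8% and not both replicates reaching 8%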;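 further: cells transiently co-express mutant CFTR-F508del with the halide-sensitive YFP; corrector assay measuring rescue of mutant channel to the surface after 24 h compound exposure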
INS-1E GSIS act – GLuc luminescence reporter in INS-1E cells, primary screen for activators of glucose-dependent secretion of insulin. INS-1E GLuc reporter insulin secretion, 2-3 h. activation, % at 16.6 µM. actives 0.61% (n = 370,000). AID 743287;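 active means lowest replicate activation of at least 40%, so every replicate reaches that level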;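 further: 0% = median of neutral control wells and 100% = median of IBMX positive control wells; some compounds called inactive have numbers as strong as hits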
PAX8 reporter – lowers PAX8-driven luciferase in RMG-I cells | actives 1.2% (n = 360,000) | RMG-I TPO-luciferase reporter, SteadyGlo, 24 h | inhibition, % at 12.6 µM;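 active means mean replicate inhibition at least 60% with every replicate also reaching 60%; inconclusive means only one of the two criteria is met; inactive means mean below 60% and not all replicates reaching 60%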;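 further: luciferase light reporting Pax8 driven TPO promoter activity; plate controls were median of neutral control wells for no effect and mitoxantrone controls for full effect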
miR122 inh – miR-122 inhibition in Huh7 cells; Huh7 miR-122 Renilla luciferase sensor, 48 h; neutral wells = 0, positive control = 100; activation (reporter increase), % at 12.5 µM; actives 0.3% (n = 340,000); AID 602342;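 active means mean replicate activation score at least 90 and every replicate individually at or above 90; inconclusive means only one of the two criteria met; inactive means neither criterion met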;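 further: higher luciferase means less miR-122 activity so hits act as miR-122 inhibitors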
Starred values were filed as active, the others as inactive; u = inconclusive; x = not tested or not shown; [ ] = another dose, or the depositor's remark.

(1) Cc1ccc(C(=O)OCC(=O)Nc2c(Cl)cc(S(N)(=O)=O)cc2Cl)o1
(2) O=C1c2ccccc2C(=O)N1CCCN1C(=O)c2ccccc2C1=O
(3) CCn1c(SCC(=O)c2ccc(Cl)cc2)nnc1C(C)C
(4) C[C@H](CO)N1C[C@H](C)[C@H](CN(C)C(=O)Nc2ccc(C(F)(F)F)cc2)Oc2ncc(-c3ccc(C#N)cc3)cc2C1=O
(5) CC(=O)Nc1ccc(NC(=O)CCC(=O)NCCO)cc1
(6) O=C(Nc1ccc2c(c1)OCO2)c1ccc(=O)[nH]n1
(7) COc1ccc(CCNC(=O)C2CCN(C(=O)c3ccc(OC)c(OC)c3)CC2)cc1
(8) CN1C2=C(C(=O)CC(C)(C)C2)C(c2cccs2)C2=C1CC(C)(C)CC2=O
Assay by compound,1,2,3,4,5,6,7,8
DENV2 CPE rescue,4,7,x,4,2,3,-2,-5
EWS-Fli block,12,-2,x,-8,0,-33,1,4
FN deposit inh,4,-2,0,8,x,-7,8,9
CFTR F508del cor,3.9,2.4,x,2.4,1.1,0.2,3.5,2.0
INS-1E GSIS act,20,-3,x,-14,9,3,-22,21
PAX8 reporter,-7,-11,-80,-9,x,-36,5,-18
miR122 inh,-1,8,0,-17[16.7 µM],-1,4,-6,6

(9) O=C(N/N=C/c1ccncc1)c1sc2ccccc2c1Cl
(10) COC(=O)[C@]1(Cc2ccccc2)N[C@H](CN(C)C(=O)Nc2ccc(OC)cc2)[C@@H]2C(=O)N(Cc3ccccc3)C(=O)[C@@H]21
(11) COc1ccc(CNC(=O)c2cc(=O)c3cc(C)c(C)cc3o2)cc1
(12) CC(=O)Nc1ccc(S(=O)(=O)N(CC(=O)Nc2cc(C)on2)Cc2ccc(F)cc2)cc1
(13) Cc1ccc(N(C(=O)c2csnn2)C(C(=O)NC2CCCC2)c2ccncc2)c(C)c1 (stereo not given)
(14) CC(NC(=O)c1ccc(F)cc1Cl)C1CC2CCC1C2 (stereo not given)
(15) CN(C)C(=O)CN1C(=O)NC2(CCCc3ccccc32)C1=O (stereo not given)
(16) COc1ccc(C(=O)N2CCN(Cc3ccc4c(c3)OCO4)CC2)cc1[N+](=O)[O-]
Assay by compound,9,10,11,12,13,14,15,16
DENV2 CPE rescue,-1,-3,-2,19,2,-3,-3,0
EWS-Fli block,-7,-2,4,-1,-6,-12,x,21
FN deposit inh,5,7,1,1,-1,0,-5,1
CFTR F508del cor,-1.6,4.5,2.4,-0.9,1.0,0.7,-1.3,-0.6
INS-1E GSIS act,22,-17,5,-25,-5,32,-5,17
PAX8 reporter,-13,-16,1,-1,-13,-16,x,11
miR122 inh,5,-5,2,x,x,-11,-4,-12

(17) Cc1[nH]c2ccccc2c1C1=CC(=O)C=CC1=O
(18) CCc1cccc(NC(=S)Nc2cccc3ccccc23)c1
(19) CC(C)NC(=O)N(C)C[C@@H]1Oc2ccc(NC(=O)c3ccncc3)cc2C(=O)N([C@@H](C)CO)C[C@@H]1C
(20) COc1ccccc1CCC(=O)Nc1cccc(S(=O)(=O)N2CCCC2)c1
(21) O=[N+]([O-])c1ccc(CN2CCN(c3ncccn3)CC2)cc1
(22) C[C@H](CO)N1C[C@H](C)[C@H](CN(C)Cc2ccc(C(F)(F)F)cc2)Oc2ccc(NS(C)(=O)=O)cc2CC1=O
(23) O=C(Nc1ccc(N2CCOCC2)cc1)c1csc([C@H]2C[C@H](O)[C@@H](CO)O2)n1
(24) O=C(Nn1c(Cc2ccccc2)nc2ccccc2c1=O)c1c(O)c2cccc3c2n(c1=O)CCC3
Assay by compound,17,18,19,20,21,22,23,24
DENV2 CPE rescue,3,-11,-8,-4,2,13,-10,x
EWS-Fli block,21,-6,-1,x,2,-2,2,5
FN deposit inh,22,-7,6,-6,-4,-5,x,-1
CFTR F508del cor,-5.4,1.7,2.4,0.5,-1.1,1.3,-2.5,0.6
INS-1E GSIS act,114,21,0,-30,-1,-12,x,7
PAX8 reporter,21,-11,-12,9,1,4,-28,1
miR122 inh,x,14,4[16.7 µM],x,-6,3[16.7 µM],-2,x

(25) CCC(C)(C)NC(=O)C(NS(=O)(=O)c1cccs1)c1ccccc1 (stereo not given)
(26) COc1ccc(C(=O)OCC(=O)Nc2ccc([N+](=O)[O-])cc2OC)c(O)c1
(27) CC1(C)CC(=O)C2=C(C1)N(c1ncn[nH]1)C(N)=C(C#N)C2c1ccccc1 (stereo not given)
(28) Cc1ccc(NS(=O)(=O)c2c(C)[nH]c(C)c2C(=O)N2CCCCC2)cc1Cl
(29) N#C/C(C(N)=O)=C1/SC(Cc2ccc(F)cc2)C(=O)N1c1ccccc1 (stereo not given)
(30) COc1cc([N+](=O)[O-])ccc1NC(=S)N1CCOCC1
(31) CC1=CC2=NC(=O)/C(=C\c3ccc(-c4ccc(Cl)cc4)o3)C(=N)N2O1
(32) Cc1noc(C)c1NC(=O)Nc1ccc2c(c1)C(=O)N([C@H](C)CO)C[C@H](C)[C@@H](CN(C)S(=O)(=O)c1cn(C)cn1)OCCCC[C@H](C)O2
Assay by compound,25,26,27,28,29,30,31,32
DENV2 CPE rescue,8,4,-7,-3,0,0,x,-4
EWS-Fli block,-6,5,8,x,-15,-3,x,-4
FN deposit inh,0,10,7,-5,4,x,-5,x
CFTR F508del cor,x,-0.2,1.0,-1.3,-0.5,2.2,x,-1.0
INS-1E GSIS act,3,-3,26,-47,-10,7,69,14
PAX8 reporter,-11,12,5,20,-6,-9,-9,-21
miR122 inh,3,x,x,46,x,10,x,8[16.7 µM]

(33) Oc1ccccc1C1=NC(c2ccccc2)NC(c2ccccc2)C1 (stereo not given)
(34) Cc1cc(C)cc(N2C(=O)CC(N3CCOCC3)C2=O)c1 (stereo not given)
(35) CCOc1cc(N2CCOCC2)c(OCC)cc1NC(=O)c1ccc(-n2ccnc2)c([N+](=O)[O-])c1
(36) CO[C@H]1CN(C)C(=O)c2ccc(NS(=O)(=O)c3ccccc3)cc2OC[C@H](C)N(Cc2cccnc2)C[C@H]1C
(37) COc1cccc(C#Cc2cnc3c(c2)C(=O)N([C@H](C)CO)C[C@@H](C)[C@H](CN(C)C(C)=O)O3)c1
(38) O=C(C[C@H]1CC[C@H]2[C@@H](COC[C@@H](O)CN2S(=O)(=O)c2ccccc2)O1)NCCN1CCCC1
(39) Cc1ccc(NC(=O)/C(=C/c2cccc([N+](=O)[O-])c2)NC(=O)C2CCCCC2)c(C)c1
(40) CCOC(=O)N1CCN(C(c2ccnc3ccccc23)c2nnnn2-c2c(C)cccc2C)CC1 (stereo not given)
Assay by compound,33,34,35,36,37,38,39,40
DENV2 CPE rescue,5,x,0,-3,9,19,x,2
EWS-Fli block,-44,1,5,10,-3,8,19,4
FN deposit inh,13,x,5,-3,-3,-4,x,-14
CFTR F508del cor,-2.8,1.7,1.8,-3.5,1.1,-1.6,-3.5,0.1
INS-1E GSIS act,x,6,-8,8,24,18,1,-7
PAX8 reporter,-36,x,-13,15,x,-20,x,-23
miR122 inh,0,-5,5,x,1[16.7 µM],x,19,x

(41) Cc1ccc(OCC(=O)Nc2cccc(S(=O)(=O)N3CCCCCC3)c2)cc1C
(42) COc1cccc2[nH]c(C(=O)NCc3ccccc3)cc12
(43) Fc1ccc(N2CCN(c3ncnc4nc[nH]c34)CC2)cc1
(44) Cc1ccc(S(=O)(=O)Nc2ccc3c(c2)C(=O)N([C@H](C)CO)C[C@@H](C)[C@H](CN(C)C(=O)Nc2ccc(F)cc2)OCCCC[C@H](C)O3)cc1
(45) COCC(=O)Nc1ccc2c(c1)C(=O)N(C)C[C@H](OC)[C@@H](C)CN(C(=O)Cc1cccnc1)[C@@H](C)CO2
(46) CCc1ccc(OC)c(S(=O)(=O)NCc2cccs2)c1
(47) O=C(CCC1CC(=O)Nc2ccccc21)NCc1cccnc1 (stereo not given)
(48) CCOC(=O)c1c(C)[nH]c(C(=O)N2CCN(CC)CC2)c1C
Assay by compound,41,42,43,44,45,46,47,48
DENV2 CPE rescue,9,2,-7,3,x,0,-9,0
EWS-Fli block,-10,-11,-27,-7,-6,1,-5,-2
FN deposit inh,-2,1,2,-5,-10,2,7,5
CFTR F508del cor,-1.4,-2.7,-4.1,-6.5,-2.6,0.5,-1.4,3.0
INS-1E GSIS act,7,-18,x,-34,12,2,-1,17
PAX8 reporter,0,18,-62,u,x,-13,11,1
miR122 inh,-1,13,-7,-9[16.7 µM],x,5,3,1

Another view of some results above:
item	Structure	DENV2 CPE rescue	EWS-Fli block	FN deposit inh	CFTR F508del cor	INS-1E GSIS act	PAX8 reporter	miR122 inh
41	Cc1ccc(OCC(=O)Nc2cccc(S(=O)(=O)N3CCCCCC3)c2)cc1C	9	-10	-2	-1.4	7	0	-1
42	COc1cccc2[nH]c(C(=O)NCc3ccccc3)cc12	2	-11	1	-2.7	-18	18	13
43	Fc1ccc(N2CCN(c3ncnc4nc[nH]c34)CC2)cc1	-7	-27	2	-4.1	x	-62	-7
44	Cc1ccc(S(=O)(=O)Nc2ccc3c(c2)C(=O)N([C@H](C)CO)C[C@@H](C)[C@H](CN(C)C(=O)Nc2ccc(F)cc2)OCCCC[C@H](C)O3)cc1	3	-7	-5	-6.5	-34	u	-9[16.7 µM]

(more compounds)
(49) CN(C(=O)c1ccc(NC(=O)Cc2cccc(NC(=O)C3CCCN(C(=O)C4CCC4)C3)c2)cc1)C1CC1 (stereo not given)
(50) COc1ccccc1/C=C/C(=O)Nc1ccc(N2CCOCC2)cc1
(51) C[C@H]1CN([C@@H](C)CO)C(=O)c2cc(NC(=O)Cn3cnnn3)ccc2O[C@@H]1CN(C)C
(52) COc1c(N)c2c(c([N+](=O)[O-])c1OC)C(=O)OC2
(53) CC(=O)N1[C@@H]2c3cccc(=O)n3C[C@@H]2[C@@H](CO)[C@@H]1C(=O)NCc1ccc(F)cc1
(54) Cc1ccc(NS(=O)(=O)c2ccc3c(c2)n(C)c(=O)n3C)cc1C
(55) CC1CN(Cc2ccccc2)c2ccccc2NC1=S (stereo not given)
(56) CCCN(C)C[C@H]1OCCCC[C@@H](C)Oc2ccc(NC(=O)C3CCCCC3)cc2C(=O)N([C@@H](C)CO)C[C@H]1C
Assay by compound,49,50,51,52,53,54,55,56
DENV2 CPE rescue,-4,-3,u,15,u,-3,8,-8
EWS-Fli block,-10,-19,-2,5,-3,15,-18,-9
FN deposit inh,-10,-3,x,-18,x,3,8,x
CFTR F508del cor,1.2,0.4,1.1,-0.7,-0.1,0.1,x,-0.6
INS-1E GSIS act,-14,-10,21,7,8,x,3,0
PAX8 reporter,-32,-43,-9,-1,-25,15,17,-10
miR122 inh,x,-5,0[16.7 µM],-1,-2[16.7 µM],u,6,-7[16.7 µM]

(57) COc1ccc(-c2cc(-c3cccs3)nc(OC)c2C#N)cc1OC
(58) CC1(C)Cc2nc3sc4c(SCC(=O)O)ncnc4c3cc2CO1
(59) CCNC(=O)Nc1ccc2c(c1)C(=O)N(C)[C@@H]1CC[C@H](CC(=O)NCc3ccccc3F)O[C@@H]1CO2
(60) COc1ccccc1C(C(C(=O)c1ccccc1)N1CCOCC1)N1CCOCC1 (stereo not given)
(61) CC(C)C#Cc1cnc2c(c1)C(=O)N([C@@H](C)CO)C[C@@H](C)[C@@H](CN(C)C(=O)c1cccnc1)O2
Assay by compound,57,58,59,60,61
DENV2 CPE rescue,-1,-5,u,-3,u
EWS-Fli block,9,46,3,-69,-1
FN deposit inh,3,-1,-6,x,7
CFTR F508del cor,x,2.0,-1.2,1.6,0.7
INS-1E GSIS act,x,15,-11,1,7
PAX8 reporter,4,39,-14,-66,-7
miR122 inh,x,-4,17[16.7 µM],-10,10[16.7 µM]

No enrichment for hits; overall some 3.9% were active at least once.
